Screening results (PubChem BioAssay)
GRK2 aptamer HTS: human GRK2 inhibition via aptamer displacement; P25098; bead flow cytometry, FAM-aptamer displacement from GRK2; inhibition of aptamer binding, % at 10 µM; hit rate 0.59% among 330,000;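 active means inhibition of aptamer binding above 40%, roughly 3 SD of noise, on plates passing a quality check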;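 further: median bead fluorescence of bound FAM aptamer so fluorescent compounds give negative values; no value below 0 was filed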
RPL19A TOR yeast: yeast TOR pathway RPL19A-GFP modulation; S. cerevisiae RPL19A-GFP strain, flow cytometry, 3 h; active compounds read low; hit rate 0.3% among 330,000; percent response vs DMSO, % at 10 µM;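 active means percent response vs DMSO below 50%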;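 further: median channel GFP fluorescence of the barcoded RPL19A-GFP strain; ratio of sample median GFP to plate DMSO average so 100% = DMSO; lower means less RPL19A-GFP as with rapamycin TOR inhibition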
Yeast superoxide: lowers age-related superoxide in aged yeast cells; hit rate 0.18% among 330,000; AID 2690; S. cerevisiae aged cells, superoxide DHE fluorescence; active compounds read low; superoxide response (% of plate mean), % at 10 µM;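 active means superoxide response under a set limit, about three screen SD below normal, cut at about 65% in these data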;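 further: yeast aged for seven days with compound at 30 °C before DHE staining; 100% = average MFI of all compound-treated wells on the plate with controls excluded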
CIT2 TOR yeast: modulators of TOR pathway CIT2-GFP in S. cerevisiae; S. cerevisiae CIT2-GFP strain, flow cytometry, 3 h; 100 means same as DMSO wells; GFP response vs DMSO, % at 10 µM; hit rate 0.065% among 320,000;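 active means GFP response relative to DMSO above a set limit, near the screen mean plus 3 SD, cut at about 150% in these data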;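 further: ratio of well median GFP fluorescence to mean of DMSO wells on the plate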
MEP2 TOR yeast: alters MEP2-GFP fluorescence in TOR pathway yeast screen; S. cerevisiae MEP2-GFP strain, flow cytometry GFP, 3 h; 100% = DMSO control level; GFP response vs DMSO, % at 10 µM; hit rate 0.51% among 330,000; AID 2016;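 active means GFP response versus DMSO above a set limit, roughly screen mean plus 3 SD, cut at about 180% in these data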;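 further: median GFP fluorescence of the barcode-gated MEP2-GFP cells per well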
LAP4-GFP MLPCN: yeast TOR pathway LAP4-GFP modulation | AID 2023 | S. cerevisiae LAP4-GFP multiplex, flow cytometry GFP, 3 h; median GFP as percent of DMSO wells | hit rate 0.34% among 320,000 | GFP response vs DMSO, % at 10 µM;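 active means GFP response vs DMSO above a set limit, about the screen mean plus 3 SD, cut at about 150% in these data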
AGP1 TOR yeast: alters AGP1-GFP fluorescence in TOR pathway yeast screen | S. cerevisiae AGP1-GFP multiplex flow cytometry, 3 h; GFP as percent of DMSO wells | GFP response vs DMSO, % at 10 µM | hit rate 0.02% among 320,000;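 active means GFP response relative to DMSO above a set limit, near screen average plus 3 SD, cut at about 150% in these data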;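 further: median GFP channel fluorescence of the gated AGP1 strain per well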
VLA-4 inh: inhibition in a human VLA-4 binding assay | P13612 | VLA-4 expressing cells, ligand binding flow cytometry | inhibition, % (about 7 µM as worked out from the volumes in the protocol) | hit rate 0.2% among 330,000; in the data active means inhibition above about 50%
Target sequence (P13612 whole entry, looked up): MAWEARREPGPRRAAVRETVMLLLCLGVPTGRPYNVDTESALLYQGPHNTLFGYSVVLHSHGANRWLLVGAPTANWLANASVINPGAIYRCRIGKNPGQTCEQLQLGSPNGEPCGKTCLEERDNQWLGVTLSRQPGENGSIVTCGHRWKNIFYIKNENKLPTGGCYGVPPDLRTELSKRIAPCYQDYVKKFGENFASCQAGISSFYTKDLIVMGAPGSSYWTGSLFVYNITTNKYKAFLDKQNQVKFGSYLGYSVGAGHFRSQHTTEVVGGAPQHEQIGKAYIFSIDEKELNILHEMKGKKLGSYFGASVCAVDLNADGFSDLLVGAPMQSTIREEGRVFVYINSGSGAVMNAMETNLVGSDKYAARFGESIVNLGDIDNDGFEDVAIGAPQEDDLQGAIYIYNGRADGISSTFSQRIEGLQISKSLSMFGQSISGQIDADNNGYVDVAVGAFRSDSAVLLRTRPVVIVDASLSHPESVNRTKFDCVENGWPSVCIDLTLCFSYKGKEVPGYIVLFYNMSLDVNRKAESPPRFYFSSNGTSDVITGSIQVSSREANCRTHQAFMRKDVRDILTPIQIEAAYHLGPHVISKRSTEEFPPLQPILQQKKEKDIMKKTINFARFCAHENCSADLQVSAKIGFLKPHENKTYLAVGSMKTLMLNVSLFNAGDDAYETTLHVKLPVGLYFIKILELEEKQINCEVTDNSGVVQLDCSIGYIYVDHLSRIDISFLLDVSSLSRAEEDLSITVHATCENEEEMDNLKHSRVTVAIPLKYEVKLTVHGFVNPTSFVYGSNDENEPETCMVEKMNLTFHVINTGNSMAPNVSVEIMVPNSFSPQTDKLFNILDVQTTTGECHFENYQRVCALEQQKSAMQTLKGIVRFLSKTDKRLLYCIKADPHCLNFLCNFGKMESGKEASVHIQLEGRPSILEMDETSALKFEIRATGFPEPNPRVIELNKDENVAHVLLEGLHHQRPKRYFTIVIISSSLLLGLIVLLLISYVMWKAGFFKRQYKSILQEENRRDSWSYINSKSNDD
* hit, by the source's call; · = not tested or not shown.

SMILES	GRK2 aptamer HTS	RPL19A TOR yeast	Yeast superoxide	CIT2 TOR yeast	MEP2 TOR yeast	LAP4-GFP MLPCN	AGP1 TOR yeast	VLA-4 inh
O=C(CCNC(=O)c1ccc(Br)cc1)NNC(=O)c1ccccc1	0	101	106	108	109	93	101	-1
Cc1nc2nc(-c3ccco3)nn2c(C)c1Cl	0	95	117	97	100	104	·	-18
COc1ccc(C)cc1Nc1cc(C)nc2ncnn12	0	98	99	101	99	103	105	-8
COc1ccc(CCNC(=O)C2CCN(S(=O)(=O)c3cccc4nsnc34)CC2)cc1OC	0	97	95	103	102	103	109	5
CN(C)CCCn1c(SCCN2C(=O)c3ccccc3C2=O)nc2ccccc2c1=O	0	111	105	108	104	100	103	-4
Cc1cc(-c2c(C)[nH]n(-c3ccccc3)c2=O)n[nH]1	1	101	99	93	96	106	103	7
CNC(=S)Nc1cccc([N+](=O)[O-])c1	1	98	105	107	98	100	110	-1
CC(=O)N1CCN(C(C)=O)C1c1ccccc1	1	97	82	91	99	94	99	9
CCN1CCN(c2ccc(NC(=O)c3cccc(S(=O)(=O)N4CCCC4)c3)cc2)CC1	0	102	105	118	111	96	107	10
CC(C)(C)C(=O)Nc1ccc(C(=O)N/N=C/c2ccccc2OC(=O)c2ccc(Cl)cc2Cl)cc1	0	98	91	105	102	103	103	12
COc1ccccc1NC(=O)c1c[nH]c2ccccc12	1	97	101	94	101	98	81	10
COc1ccc(NC(=O)COC(=O)c2cc(C)oc2C)c([N+](=O)[O-])c1	2	105	119	102	109	114	114	10
O=C(c1ccccc1)c1nc2c(n1O)CCCCC2	2	103	110	105	106	104	110	2
CCN1CCCC1CNC(=O)CSc1cc(=O)n(CC)c2ccccc12 (stereo not drawn)	2	115	83	110	97	114	118	6
COC(=O)C(Cc1ccc(O)cc1)N1Cc2ccccc2C1=O (stereo not drawn)	0	105	93	110	108	95	103	1
COc1ccc(S(=O)(=O)N(CC(=O)NCC2CCCO2)c2ccc(Cl)cc2)cc1 (stereo not drawn)	1	105	101	98	105	92	101	-2
CC(=O)Nc1ccccc1C(=O)C(=O)NCCc1ccccc1	3	99	98	120	101	106	110	7
Cc1cc(NC(=O)c2ccc([N+](=O)[O-])cc2)no1	2	103	101	106	108	99	102	1
Cc1cc(Cl)ccc1NC(=O)COC(=O)c1cc([N+](=O)[O-])ccc1N1CCOCC1	1	98	104	92	91	98	102	22
CCOC(=O)c1ccc(CN2C(=O)c3ccccc3S2(=O)=O)cc1	0	100	94	96	101	103	99	16
O=S(=O)(NCC1CCCO1)c1cc(Cl)ccc1Cl (stereo not drawn)	0	100	90	95	102	100	101	16
COc1ccc(-n2c(C)cc(-c3cn4cccc(C)c4n3)c2C)cc1	3	108	92	107	107	105	115	-8
CCOc1ccc(NC(=S)NN2CCN(C)CC2)cc1	0	98	95	85	94	100	119	16
CC1CC(C)(C)N(C(=O)CN2C(=O)CCC2=O)c2ccccc21 (stereo not drawn)	0	100	98	106	101	103	105	2
CCCOC(=O)Oc1ccc2c(=O)c(Oc3cc(C)cc(C)c3)coc2c1	0	107	109	100	97	95	96	0
N#Cc1c(NC(=O)Cn2cnc3ccccc3c2=O)oc(-c2ccccc2)c1-c1ccccc1	1	100	111	100	96	102	101	2
N/C(=N\OC(=O)CCC1CCCC1)c1ccc(Cl)cc1	4	105	91	99	95	92	75	1
COc1ccc(-c2csc(Nc3ccc(O)cc3)n2)cc1	1	94	89	105	101	118	106	11

Molecules listed so far that have nitrogen in an aromatic ring:
SMILES	GRK2 aptamer HTS	RPL19A TOR yeast	Yeast superoxide	CIT2 TOR yeast	MEP2 TOR yeast	LAP4-GFP MLPCN	AGP1 TOR yeast	VLA-4 inh
Cc1nc2nc(-c3ccco3)nn2c(C)c1Cl	0	95	117	97	100	104	·	-18
COc1ccc(C)cc1Nc1cc(C)nc2ncnn12	0	98	99	101	99	103	105	-8
COc1ccc(CCNC(=O)C2CCN(S(=O)(=O)c3cccc4nsnc34)CC2)cc1OC	0	97	95	103	102	103	109	5
CN(C)CCCn1c(SCCN2C(=O)c3ccccc3C2=O)nc2ccccc2c1=O	0	111	105	108	104	100	103	-4
Cc1cc(-c2c(C)[nH]n(-c3ccccc3)c2=O)n[nH]1	1	101	99	93	96	106	103	7
COc1ccccc1NC(=O)c1c[nH]c2ccccc12	1	97	101	94	101	98	81	10
O=C(c1ccccc1)c1nc2c(n1O)CCCCC2	2	103	110	105	106	104	110	2
CCN1CCCC1CNC(=O)CSc1cc(=O)n(CC)c2ccccc12 (stereo not drawn)	2	115	83	110	97	114	118	6
Cc1cc(NC(=O)c2ccc([N+](=O)[O-])cc2)no1	2	103	101	106	108	99	102	1
COc1ccc(-n2c(C)cc(-c3cn4cccc(C)c4n3)c2C)cc1	3	108	92	107	107	105	115	-8
N#Cc1c(NC(=O)Cn2cnc3ccccc3c2=O)oc(-c2ccccc2)c1-c1ccccc1	1	100	111	100	96	102	101	2
COc1ccc(-c2csc(Nc3ccc(O)cc3)n2)cc1	1	94	89	105	101	118	106	11
